ERp5 inh: inhibitors of ERp5-driven insulin aggregation, primary screen, biochemical, turbidity, absorbance 650 nm, single point; Protein disulfide-isomerase A6 (Homo sapiens), Q15084; 90 min; inhibition, % at 9.99 µM; hit rate 0.05% among 350,000; AID 651711, 2012;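 active = mean replicate inhibition above about 25%, with every replicate also reaching it, limit read from the data, passing the limit was not always enough; inconclusive = only one of those two criteria met; inactive = neither criterion met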
ARNT-TACC3 inh: disruptors of ARNT/TACC3 protein interaction, primary screen, biochemical, AlphaScreen, single concentration; AlphaScreen His-ARNT PAS-B/GST-TACC3 binding, luminescence; TACC3 fragment carries E629A point mutation; AID 623870, 2012; inhibition, % at 9.99 µM; hit rate 0.66% among 390,000;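 active = mean inhibition of replicates at least 50% and at least half of replicates each reaching 50%; inconclusive = half or more replicates reach 50% but mean below 50%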;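 note: 0% = complete ARNT plus TACC3 wells and 100% = ARNT alone without TACC3; many hits fall short of the cut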
esBAF inh: Bmi1 luciferase reporter increase in mESCs, primary screen, esBAF inhibitor project, mouse ES cells, Bmi1 luciferase knock-in, single point. 24 h; 100% = twice the neutral-well signal. reporter increase, % at 12.5 µM. hit rate 2% among 350,000; in the data active = activation above about 40%; inconclusive = no clear call, values can overlap the other calls;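 note: 0% = median of the plate's neutral control wells and 100% = double that signal; a rise in the Bmi1 reporter signal indicates esBAF inhibition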
CASP6 VEID inh: human caspase-6 inhibitors, primary screen, biochemical, VEID-R110 fluorescence, single point, set 2. P55212. purified caspase-6, Z-VEID-R110 cleavage fluorescence. inhibition, % at 12.5 µM. hit rate 0.53% among 350,000. AID 686996, 2013;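 active = mean inhibition across replicates at least about 35%, with every replicate also reaching that limit, limit read from the data; inconclusive = only one of the two criteria met; inactive = neither criterion met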;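 note: 0% = median of neutral control wells and 100% = no fluorescence left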
RAD52 inh: RAD52 DNA annealing inhibitors, primary screen, biochemical, FRET, single point, set 2; inhibition, % at 18.7 µM; recombinant RAD52 DNA annealing, FRET fluorescence; hit rate 0.46% among 360,000; AID 651710, 2012;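 active = every replicate showing at least 50% inhibition; inconclusive = mean inhibition at least 50% but not in every replicate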
Target sequence (P43351 whole entry, looked up): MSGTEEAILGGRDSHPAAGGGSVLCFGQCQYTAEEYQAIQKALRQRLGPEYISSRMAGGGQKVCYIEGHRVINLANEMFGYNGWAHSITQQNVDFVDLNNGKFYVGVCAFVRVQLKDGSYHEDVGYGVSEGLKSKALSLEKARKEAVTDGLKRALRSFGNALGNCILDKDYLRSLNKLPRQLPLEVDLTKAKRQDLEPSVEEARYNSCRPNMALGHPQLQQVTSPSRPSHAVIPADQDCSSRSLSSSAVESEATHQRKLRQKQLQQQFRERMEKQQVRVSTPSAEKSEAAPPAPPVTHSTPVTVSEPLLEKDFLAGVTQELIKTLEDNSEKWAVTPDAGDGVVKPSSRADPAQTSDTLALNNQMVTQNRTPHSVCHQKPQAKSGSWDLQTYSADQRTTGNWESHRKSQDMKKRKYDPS
RAD54 inh: inhibitors of human RAD54 branch migration, primary screen, biochemical, fluorescence, single point | DNA repair and recombination protein RAD54-like (Homo sapiens), Q92698 | RAD54 Holliday junction branch migration, FAM/BHQ fluorescence | inhibition, % at 10.4 µM | hit rate 0.14% among 360,000 | AID 602329, 2012;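 active = mean normalized replicate activity at least 40 and at least half of replicates scoring 40 or more; inconclusive = only one of the two criteria met; inactive = mean below 40 and under half of replicates reaching 40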;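 note: 0% = median of neutral control wells and 100% = median of positive control wells; inhibitors cause a drop in the FAM fluorescence signal; in these data hits start at about 50%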
E-selectin induc: E-selectin induction in HUVECs, primary screen, imaging, HUVEC, immunofluorescence imaging, single point; P16581; normalized: neutral wells 0, TNF-alpha wells 100; activation, % at 7.58 µM; hit rate 0.37% among 260,000; AID 686992, 2013;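 active = mean E-selectin-positive cell signal at least 10% of the positive control, reached in at least 60% of replicates, without over 20% cell loss; inconclusive = no rule given, readout overlaps actives, possibly toxicity-flagged; inactive = the rest, including those meeting only one limit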;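 note: in these data hits start at about 27%; measured in HUVEC primary endothelial cells; signal is the percent of cells scored E-selectin positive by PE staining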
Target sequence (P16581 whole entry, looked up): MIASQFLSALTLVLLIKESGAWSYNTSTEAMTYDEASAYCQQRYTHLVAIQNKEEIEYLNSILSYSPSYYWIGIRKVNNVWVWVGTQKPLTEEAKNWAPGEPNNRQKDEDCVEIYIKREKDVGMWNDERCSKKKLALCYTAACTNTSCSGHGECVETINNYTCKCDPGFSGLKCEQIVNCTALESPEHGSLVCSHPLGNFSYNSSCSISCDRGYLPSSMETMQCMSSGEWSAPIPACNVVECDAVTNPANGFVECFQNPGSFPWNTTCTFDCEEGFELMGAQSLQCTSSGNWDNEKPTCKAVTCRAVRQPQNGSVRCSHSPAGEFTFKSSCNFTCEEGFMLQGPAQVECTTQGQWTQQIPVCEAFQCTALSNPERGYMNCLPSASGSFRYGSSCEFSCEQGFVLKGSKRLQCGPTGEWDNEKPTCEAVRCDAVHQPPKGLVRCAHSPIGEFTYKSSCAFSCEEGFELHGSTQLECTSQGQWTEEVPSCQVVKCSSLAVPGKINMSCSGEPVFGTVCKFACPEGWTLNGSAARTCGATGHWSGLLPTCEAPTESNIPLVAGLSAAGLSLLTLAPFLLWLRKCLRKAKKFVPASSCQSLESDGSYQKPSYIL
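System: HUVEC / Compound: single concentration / Signal: immunofluorescence imaging / Read-out: percent E-selectin-positive cells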
PglD inh: C. jejuni PglD acetyltransferase inhibitors, primary screen, biochemical, DTNB colorimetric, single point; inhibition, % at 12.5 µM; UDP-N-acetylbacillosamine N-acetyltransferase PglD (Campylobacter jejuni); AID 602405, 2012; purified PglD enzyme, DTNB colorimetric CoA detection; hit rate 0.098% among 360,000; in the data active = inhibition above about 16%, passing the limit was not always enough; inconclusive = no clear call, values can overlap the other calls; note: strong numbers were not always called active
Numbers without * were called inactive; ? = inconclusive; . = not tested or not shown; & = joins results of further samples.

Structure	ERp5 inh	ARNT-TACC3 inh	esBAF inh	CASP6 VEID inh	RAD52 inh	RAD54 inh	E-selectin induc	PglD inh
Cc1ccc2c(c1)cc(C)c1nnc(SCC(=O)NCc3ccco3)n12	-1	-1	.	9	4	.	.	.
CCCCN(CC)CCCNC(=O)c1ccc2c(c1)N(CC)C(=O)c1ccccc1S2(=O)=O	1	-2	-33	-33	-3	2	-0.1	-10
O=C(C[C@H]1CC[C@@H](NC(=O)C2CC2)[C@@H](CO)O1)NCC1CC1	-6	-8	-2	3	10	-4	-0.3	0
O=C(CN1CCN(S(=O)(=O)c2ccc(F)cc2)CC1)NCc1cccs1	-3	-1	-2	-104	12	-6	-0.2	-5
COc1cccc2sc(Nc3nnc(-c4cccs4)o3)nc12	.	2	-14	.	.	1	0.8	0
CC(C)=CCC/C(C)=C/CN(CC(C)O)CC(C)O (centres undefined)	.	-29	13	.	.	3	.	7
COc1ccc(S(=O)(=O)Nc2ccc3c(c2)CC(=O)N([C@H](C)CO)C[C@H](C)[C@H](CN(C)S(=O)(=O)c2c(C)noc2C)O3)cc1	-1	-1	1	3	-2	-4	0.0	-1
CCN(CC)S(=O)(=O)c1ccc(OC)c(NC(=O)c2cn(CC)c3nc(C)ccc3c2=O)c1	6	1	.	1	-4	.	.	.
CCCNC(=O)[C@H]1[C@H](CO)[C@H]2Cn3c(ccc(/C=C/c4ccccc4)c3=O)[C@@H]1N2C(=O)c1ccncc1	-1	-6	-1	2	-7	2	0.2	-1
O=C(c1cc(C2CCCCN2S(=O)(=O)c2cccs2)on1)N1CCOCC1 (centres undefined)	-6	.	0	-2	2	1	.	3
O=C(Nc1ccc2c(c1)oc1ccccc12)c1ccncc1	.	23	32	.	.	-1	.	-1
O=C(NC1CCCCC1)N1CC(=O)N2[C@H](C1)[C@@H](c1ccc(-c3cccnc3)cc1)[C@@H]2CO	3	.	.	-1	-14	.	-0.5	.
CC(=O)Nc1ccc(-c2ccnc3c2CC(C)(C(=O)NCCc2ccccc2)O3)cc1 (centres undefined)	1	.	1	5	7	-8	0.2	4
Cc1ccc(NC(=O)C2COc3ccccc3O2)cc1C (centres undefined)	.	-1	21	.	.	1	.	3
Cc1ccc(C)c2sc(NC(=O)c3ccc(N4C(=O)CCC4=O)cc3)nc12	-5	1	1	1	-9	-3	.	-3

Three structures out of the list, sorted by SMILES length, smallest number first:
Structure	ERp5 inh	ARNT-TACC3 inh	esBAF inh	CASP6 VEID inh	RAD52 inh	RAD54 inh	E-selectin induc	PglD inh
O=C(Nc1ccc2c(c1)oc1ccccc12)c1ccncc1	.	23	32	.	.	-1	.	-1
O=C(c1cc(C2CCCCN2S(=O)(=O)c2cccs2)on1)N1CCOCC1 (centres undefined)	-6	.	0	-2	2	1	.	3
O=C(C[C@H]1CC[C@@H](NC(=O)C2CC2)[C@@H](CO)O1)NCC1CC1	-6	-8	-2	3	10	-4	-0.3	0

The listing continues:
Structure	ERp5 inh	ARNT-TACC3 inh	esBAF inh	CASP6 VEID inh	RAD52 inh	RAD54 inh	E-selectin induc	PglD inh
COC(CNC(=O)CNC(=S)N(Cc1ccccc1)Cc1cccs1)OC	0	1	-1	2	-9	1	3.5	-1
Cc1cccnc1NC(=S)NCCc1ccccc1	-3	24	?	-1	-11	.	-0.7	.
Cc1ccc(CNC(=O)C2CCCN2S(=O)(=O)c2ccc(Cl)cc2)cc1 (centres undefined)	2	-7	3	-4	-7	-2	.	-3
COc1cc(/C=C2/C(=N)N3C(SC)=NSC3=NC2=O)ccc1OC(=O)c1ccco1	-3	.	46*	12	-94	-18	.	-1
COC(=O)C[C@H]1C=C[C@H](NC(=O)Nc2ccc(C(F)(F)F)cc2)[C@H](CO)O1	-2	0	2	-1	-9	1	1.0	-1
O=C(c1cccc([N+](=O)[O-])c1)c1ccc2c(c1)C(=O)NC2=O	-1	-2	.	-5	-5	7	.	3
C[C@@H]1CN([C@@H](C)CO)C(=O)c2cc(NC(=O)C3CC3)ccc2O[C@@H]1CN(C)CC1CCCCC1	-5	.	-2	-4	-2	-2	-0.1	0
CCN(CC)CCN1C(=O)C(=O)/C(=C(/O)c2ccc(S(=O)(=O)N3CCOCC3)cc2)C1c1ccc(C)cc1 (centres undefined)	3	1	.	-9	-6	.	-0.2	.
C[C@@H]1CN([C@H](C)CO)S(=O)(=O)c2ccc(C#Cc3ccc(F)cc3)cc2O[C@H]1CN(C)C(=O)c1ccccn1	0	-4	0	-2	-3	-5	-0.4	2
Cc1nn(C)cc1/C=N/NC(=O)CSc1ccccn1	-11	0	.	0	-10	.	0.4	.
O=C(NCc1ccccc1)c1cc(C2CCCCN2S(=O)(=O)Cc2ccccc2)on1 (centres undefined)	3	.	1	-2	1	5	.	-5
OC[C@H]1[C@H](c2ccc(/C=C/c3ccccc3)cc2)[C@H]2CN(Cc3cccnc3)CCCCN21	0	0	2	5	53*	-1	-0.2	0
C[C@H](O)C#Cc1ccc2c(c1)O[C@@H](CN(C)Cc1ccccc1)[C@@H](C)CN([C@@H](C)CO)S2(=O)=O	-6	-4	-6	0	4	-8	-0.1	2
Cn1ccnc1C(=O)Cc1ccc([N+](=O)[O-])cc1	-7	.	.	0	1	5	-0.1	10
C[C@H](CO)N1C[C@H](C)[C@@H](CN(C)Cc2ccncc2)Oc2ccc(NC(=O)c3ccncc3)cc2C1=O	1	-1	-3	1	3	10	.	0

Structures above that bear a hit mark in esBAF inh.
| Compound | ERp5 inh | ARNT-TACC3 inh | esBAF inh | CASP6 VEID inh | RAD52 inh | PglD inh |
| --- | --- | --- | --- | --- | --- | --- |
| COc1cc(/C=C2/C(=N)N3C(SC)=NSC3=NC2=O)ccc1OC(=O)c1ccco1 | -3 | . | 46* | 12 | -94 | -1 |

Further records.
Structure	ERp5 inh	ARNT-TACC3 inh	esBAF inh	CASP6 VEID inh	RAD52 inh	RAD54 inh	E-selectin induc	PglD inh
CCCNC(=O)C[C@@H]1CC[C@H]2[C@H](COc3ccc(NC(=O)NC(C)C)cc3C(=O)N2C)O1	-2	3	-5	-2	8	1	0.2	4
O=C1CC2(CCCCC2)Oc2ccc(O)cc21	.	8	-4	.	.	-1	.	3
O=C(COC(=O)c1cccc(S(=O)(=O)N2CCCCCC2)c1)Nc1ccccc1C(F)(F)F	0	.	0	2	-6	-17	4.6	0
O=C1CNC(=S)N1c1nc2ccccc2s1	1	0	.	1	-37	0	.	1
Cc1ccc(OC(=O)c2ccc(C)c([N+](=O)[O-])c2)cn1	-3	9	-4	0	-16	0	.	3
COC(C[C@@H]1O[C@@H]1[C@H](O)[C@@H](C)OCc1ccccc1)OC	5	-2	2	.	-5	-1	0.0	2
CN(C(=O)c1cccc(OC2CCN(S(=O)(=O)N(C)C)CC2)c1)C1CCOC1 (centres undefined)	-3	-5	19	3	-1	-13	.	-2
COC(=O)C1=C(C)N(Cc2ccccc2)C(=NCc2ccccc2)N[C@H]1c1cccc(F)c1	-7	.	-1	6	23	19	-0.1	-5
CC(C)Sc1nc2c(cnn2-c2ccccc2)c(=O)[nH]1	-7	-3	-7	-2	-9	0	0.0	-2
COCCNC(=O)c1ccc(CS(=O)(=O)c2ccc(C)cc2)o1	.	-3	-4	.	.	-5	.	-1
COC(=O)c1ccccc1C(=O)c1cccc2ccccc12	-8	-1	-7	0	11	13	.	-1
COCCNC(=O)C1(C)CCN(C(=O)c2ccc(C(F)(F)F)nc2C)C1 (centres undefined)	-2	.	-6	-3	5	-11	0.1	2
CC12CCC(C(=O)N3CCCCC3)([C@H](Br)C1=O)C2(C)C (some centres undefined)	0	-2	-1	1	-13	-3	0.3	4
CCOc1ccc(S(=O)(=O)Nc2ccc(C(=O)N(CC)CC(=O)NCc3cccs3)cc2)cc1	-5	.	-2	2	-59	2	.	-3
CN(CC(=O)N1CCN(c2ccc(F)cc2)CC1)S(=O)(=O)c1ccc2c(c1)c(=O)n(C)c(=O)n2C	7	1	.	6	-1	.	.	.
CCCNC(=O)C1(C)CCCN(Cc2c(C)nn(-c3ccccc3)c2C)C1 (centres undefined)	10	.	-2	-1	-4	3	0.2	1
Cc1c(C(=O)N(Cc2ccccc2)C2CCS(=O)(=O)C2)oc2ccccc12 (centres undefined)	-4	0	-4	0	-1	2	0.0	3
Cc1cccc(NC(=O)[C@H](Cc2c[nH]c3ccccc23)NC(=O)[C@@H]2Cc3ccccc3CN2)c1	8	-2	17	-1	-56	8	.	1
C[C@@H]1CN([C@@H](C)CO)C(=O)c2cc(N(C)C)ccc2O[C@@H]1CN(C)Cc1ccc(C(=O)O)cc1	-1	.	2	-3	5	-11	0.4	-2
CCC(c1nnc(SCC(=O)Nc2ccc(C(=O)N(C)C)cc2)n1Cc1ccccc1)N(C)C (centres undefined)	-9	16	.	-172	4	13	-0.1	-4
CCO[C@H]1OC(C(=O)O)=C[C@@H](c2ccccc2)[C@@H]1CCCO	5&-3	-8&-6	3	-1&-1	-8&-11	8&-1	0.0	2&0
O=C(Nc1ccc(F)cc1)C1CCCN(c2cnccn2)C1 (centres undefined)	4	0	-2	-3	-13	7	.	-2
COc1ccc(-c2csc(C)n2)cc1OC	.	-4	15	.	.	1	0.0	-1
Cc1ccccc1NC(=O)NCC1CCN(c2ccc(S(=O)(=O)N3CCOCC3)cc2)CC1	1	.	4	-3	-11	-2	0.0	-7
Cc1onc(-c2ccccc2)c1C(=O)NC(C)CCc1ccccc1 (centres undefined)	-4	13	-9	0	-12	4	-0.1	4
O=C(NCCCc1ccccc1)c1cncc(Br)c1	0	-7	14	-2	-19	-4	0.1	5
C[C@H]1CN([C@@H](C)CO)C(=O)c2cc(-c3cccc(C#N)c3)cnc2O[C@@H]1CN(C)C(=O)C1CCCCC1	-1	.	.	-2	6	.	0.2	.
CCCc1nc(-c2cc3ccccc3[nH]c2=O)no1	-2	9	7	0	-7	-1	.	0
CCOc1ccc(N(C(=O)CNC(=O)c2ccco2)C(C(=O)NCC2CCCO2)c2ccccc2)cc1 (centres undefined)	0	-1	6	9	-7	13	-0.1	-5

Compound activity as filed in PubChem.
